High-throughput results deposited in PubChem BioAssay by University of Kansas High Throughput Screening Laboratory.
mHTT-CaM PPI inh: mHTT-calmodulin interaction abrogation; P42858; AlphaScreen His-mHTT/GST-CaM binding, luminescence; inhibition, % at 15 µM; actives 3.6% (n = 190,000); AID 1671202;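 also: 0% = both proteins with DMSO and 100% = one protein alone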
Pf apPOL block: Pf-apPOL DNA polymerase inhibition; Recombinant Pf-apPOL, molecular beacon fluorescence, 1.5 h; inhibition, % at 10 µM; actives 0.25% (n = 210,000); AID 1794808
Active calls of the source: *; . = not tested or not shown; & = joins results of further samples. Rule as the data show it: active = inhibition above about 50%; inactive = the rest.

| SMILES | mHTT-CaM PPI inh | Pf apPOL block |
| --- | --- | --- |
| Cc1ccc(C)c(CN2C(=O)NC3(CCN(C(=O)Cc4ccccc4C)CC3)C2=O)c1 | 10 | -1 |
| Cc1ccccc1NC(=O)c1c(O)c2cccnc2n(-c2cccc(F)c2)c1=O | -5 | -2 |
| O=C(CCc1nnc(-c2cccc(Cl)c2)[nH]c1=O)NC1CCCCC1 | 7 | 0 |
| O=C1C(=CC2=Cc3ccccc3OC2)C(=O)c2ccccc21 | 12 | 6 |
| Cc1ccc(N(CC(O)CN2C(=O)NC(C)(C)C2=O)S(=O)(=O)c2ccccc2)cc1 (stereo not drawn) | 6 | -9 |
| Cc1ccc(S(=O)(=O)N2CCC(c3noc(-c4ccc(F)cc4)n3)CC2)cc1C | -6 | 0 |
| CSC[C@H]1CN(c2ccccc2)C(=O)[C@@H]1CC(=O)Nc1ccc(Br)cc1 | 26 | -4 |
| O=c1oc2ccccc2cc1-c1nc(-c2ccc([N+](=O)[O-])cc2)n[nH]1 | 0 | -2 |
| O=C1Nc2ccccc2OC1C(=O)N1CC=C(c2ccccc2)CC1 (stereo not drawn) | -1 | -5 |
| COc1ccccc1CNC(=O)C1CN(C(=O)c2cccs2)CC12CCCCC2 (stereo not drawn) | 14 | 0 |
| CCOC(=O)c1cnc(C(F)(F)F)nc1NN=Cc1c(Cl)cccc1Cl | . | -9&1 |
| Fc1cccc(CNc2cc(-n3ccnc3)ncn2)c1 | -16 | 2 |
| Cc1csc(-c2ccc(N3CCN(C(=O)c4cc(Cl)ccc4F)CC3)nc2)n1 | -6 | -3 |
| COc1ccccc1Oc1c(C)oc2cc(OCc3ccc([N+](=O)[O-])cc3)ccc2c1=O | -8 | -2 |
| O=C(NCc1ccccc1Cl)c1cn2c(n1)CCCC2 | -9 | -1 |

Some of the entries above, set out differently:
Below each compound – mHTT-CaM PPI inh | Pf apPOL block
> O=C1Nc2ccccc2OC1C(=O)N1CC=C(c2ccccc2)CC1 (stereo not drawn)
→ -1 | -5
> COc1ccccc1CNC(=O)C1CN(C(=O)c2cccs2)CC12CCCCC2 (stereo not drawn)
→ 14 | 0
> CCOC(=O)c1cnc(C(F)(F)F)nc1NN=Cc1c(Cl)cccc1Cl
→ . | -9&1
> Fc1cccc(CNc2cc(-n3ccnc3)ncn2)c1
→ -16 | 2
> Cc1csc(-c2ccc(N3CCN(C(=O)c4cc(Cl)ccc4F)CC3)nc2)n1
→ -6 | -3
> COc1ccccc1Oc1c(C)oc2cc(OCc3ccc([N+](=O)[O-])cc3)ccc2c1=O
→ -8 | -2
> O=C(NCc1ccccc1Cl)c1cn2c(n1)CCCC2
→ -9 | -1

Going on with the list.
| SMILES | mHTT-CaM PPI inh | Pf apPOL block |
| --- | --- | --- |
| NC(=NOC(=O)C(Cl)Cl)c1cccc(Cl)c1Cl | . | -12 |
| Cc1cccc2c(C(=O)NC(C)C)c3c(nc12)CCC3 | 3 | -4 |
| Cc1c(C(=O)O)oc2ccc(S(=O)(=O)N3CC(C)CC(C)C3)cc12 (stereo not drawn) | 1 | -2 |
| O=C(O)c1ccc(COc2ccccc2/C=C2/NC(=O)N(Cc3ccc(F)cc3)C2=O)cc1 | 17 | -3 |
| Cc1ccccc1NC(=O)Nc1ccc(Cl)cc1 | -6 | -8 |
| Cc1ccc(=O)n(CCNC(=O)C2(c3ccccc3)CCOCC2)n1 | -20 | -2 |
| O=C1C(=Cc2ccc3c(c2)OCO3)Oc2c1ccc(O)c2CN1CCCCC1 | 8 | -7 |
| CC(C)C1=NN(S(=O)(=O)c2ccccc2)C(O)(C(F)(F)F)C1 (stereo not drawn) | -3 | -1 |
| CCCCCCN1C[C@@H](n2cc(-c3ccc(F)cc3)nn2)[C@H](O)C[C@@H]1c1ccc(OC)cc1 | 4 | -7 |
| COc1ccc(C=C2Oc3c(CN4CCOCC4)c(O)cc(C)c3C2=O)c(OC)c1 | 7 | 0 |
| Cc1nn(-c2ccccc2)cc1C=NNc1nc2ccccc2s1 | . | -4 |
| CC(C)(C)c1ccc(S(=O)(=O)NCC(=O)N2CCCC2)cc1 | -11 | -8 |
| Clc1ccc2oc(-c3csc(-c4ccccc4)n3)cc2c1 | . | -8 |
| CN(C)c1cc(C(=O)NC2CC2)nc2ccnn12 | 10 | -10 |
| O=S1(=O)CC=C(Sc2ccccc2)C1 | . | 5 |
| Cc1ccc(-n2c(SCC#N)nc3c(c2=O)C2(CCCC2)Cc2ccccc2-3)cc1 | -1 | 0 |
| CCc1ccccc1NC(=O)Cn1c(CC)nc2c(c1=O)CN(Cc1ccccc1)CC2 | 0 | -4 |
| Cc1ccccc1N1C(=O)NC(=O)/C(=C\c2cn(CC(=O)N3CCOCC3)c3ccccc23)C1=O | 25 | -11 |
| O=C(NCCNC(=O)c1ccncc1)c1ccncc1 | 5 | 3 |
| N=c1n(CCN2CCOCC2)c2ccccc2n1CC(O)c1cccs1 (stereo not drawn) | 3 | -7 |
| COc1ccc(NC(=O)N2CCCC2c2cc(C(C)C)on2)c(OC)c1 (stereo not drawn) | -3 | -3 |
| COC(=O)C1=C(C)Nc2ncnn2C1c1ccc(OC(F)F)c(OC)c1 (stereo not drawn) | -5 | -1 |
| CN1/C(=C/C(=O)c2ccccc2)Sc2ccccc21 | -39 | -3 |
| CCCN(CCO)CC1=CCC2CC1C2(C)C (stereo not drawn) | -10 | -8 |
| COc1ccc(O)c(C=Nc2cc(C(F)(F)F)ccc2Cl)c1 | 1 | -3 |
| CC(=O)Nc1ccccc1NC(=O)c1cccc(F)c1 | -1 | -2 |
| CCCN1CCN(C(=O)c2nc(-c3cccc(F)c3)n3c2CCCCC3)CC1 | 10 | 4 |
| COc1cc(/C(=C/c2ccccc2)c2ccccc2)c2c(c1)oc1ccccc12 | -23 | -5 |
| Cc1ccc(C2=NN(C(=O)CN3CCOCC3)C(c3ccccc3Cl)C2)cc1 (stereo not drawn) | 48 | -7 |
| Cc1cccn2c(=O)c3cc(S(=O)(=O)c4ccccc4)c(=N)n(Cc4ccco4)c3nc12 | 40 | -1 |
| COCCNC(=S)N1CCc2cc(OC)c(OC)cc2C1COc1ccc(C(C)C)cc1 (stereo not drawn) | 11 | 7 |
| Clc1ccc(CCN2COc3cc4c(cc3C2)OCO4)c(Cl)c1 | 18 | -4 |
| O=C(C[n+]1cccc2ccccc21)c1ccc(NC(=O)c2ccccc2)cc1 | -1 | -4 |
| CN(Cc1ccccc1)C(=O)CN(c1ccc([N+](=O)[O-])cc1)S(=O)(=O)c1ccccc1 | 11 | 0 |
| CCCCNC(=S)N1CCc2cc(OC)c(OC)cc2C1COc1ccc(C(C)C)cc1 (stereo not drawn) | 5 | -5 |
| COCCn1cc2c3c(cccc31)CN(C(=O)COc1cccc(C)c1)CC2 | 35 | -4 |
| CC1=C(C(=O)Nc2ccc(F)cc2F)C(c2cccs2)C2=C(CCCC2=O)N1 (stereo not drawn) | -7 | -1 |
| CC1=C(C(=O)Nc2ccc(Cl)cc2)C(c2cccc([N+](=O)[O-])c2)n2c(nc3ccccc32)N1 (stereo not drawn) | 72* | 4 |
| N#C/C(C(N)=O)=C1\Oc2c(cc(O)cc2-c2ccc(Cl)c(Cl)c2)S1 | 25 | -7 |
| Cc1cc(C(=O)ON=C(N)c2ccc([N+](=O)[O-])o2)nn1-c1c(Cl)cc(Cl)cc1Cl | . | 7 |
| CCn1nccc1C(=O)Nc1cc(C)nn1-c1ccccc1 | -2 | -4 |
| O=C(Nc1cccc(C(F)(F)F)c1)c1cc([N+](=O)[O-])ccc1Cl | 13 | 0 |
| Cc1ccc(Nc2ncnc3c2cnn3-c2ccccc2)cc1Cl | 9 | -3 |
| Oc1c(CN2CCN(Cc3ccc4cccnc4c3O)CC2)ccc2cccnc12 | 100* | -11 |
| CC(C)NC(=O)c1ccc(OCC2CCCN(C(=O)c3ccccc3)C2)cc1 (stereo not drawn) | 9 | 0 |
| O=C(NCc1ccc(F)cc1F)c1nnn2c1COC(c1ccc(Cl)cc1)C2 (stereo not drawn) | 6 | 0 |
| CCc1[nH]nc(S(=O)(=O)NCCc2cccs2)c1C(=O)OC | -2 | -6 |
| Cc1cccc(NC(=O)Cc2cn3cc(F)ccc3n2)c1C | 0 | -3 |
| O=c1c2c(nc(SCc3cccc(F)c3)n1-c1ccccc1)CCS2 | 15 | -4 |
| O=C(c1ccc(NCc2ccc(Cl)cc2)c([N+](=O)[O-])c1)N1CC2CC(C1)c1cccc(=O)n1C2 (stereo not drawn) | 38 | 1 |
| Cc1cc([N+](=O)[O-])ccc1NC(=O)c1ccc(C(C)(C)C)cc1 | 7 | -2 |
| O=C(CSCc1ccccc1)Nc1ccccc1Br | -62 | 0 |
| CC1c2snnc2-c2cc(Cl)ccc2S1(=O)=O (stereo not drawn) | . | -14 |
| Cc1nc2c(c(NCCCN(C)C)n1)CCC2 | 3 | -13 |
| O=C(c1csc(-c2ccccc2)n1)N(Cc1ccccn1)Cc1ccccn1 | . | -8 |
| O=C(CC1NCCN(Cc2ccccc2)C1=O)Nc1ccc(Cl)cc1 (stereo not drawn) | . | -6 |
| CC12CC(NC(=O)N1c1ccc(C(=O)NC3CCCCC3)cc1)c1ccccc1O2 (stereo not drawn) | 9 | -24 |
| COc1ccc(S(=O)(=O)N(CC(=O)N2CCOCC2)c2ccc(C)cc2)cc1 | 1 | -8 |
| N#Cc1ccc(Oc2ccc(N3C(=O)C4C5C=CC(C5)C4C3=O)cc2)cc1 (stereo not drawn) | -5 | -7 |
| Cc1cc(/C=C2/C(=O)NC(=O)N(C)C2=O)c(C)n1-c1ccc(F)c(Cl)c1 | 7 | -4 |

Entries listed so far containing a COOH group:
| SMILES | mHTT-CaM PPI inh | Pf apPOL block |
| --- | --- | --- |
| Cc1c(C(=O)O)oc2ccc(S(=O)(=O)N3CC(C)CC(C)C3)cc12 (stereo not drawn) | 1 | -2 |
| O=C(O)c1ccc(COc2ccccc2/C=C2/NC(=O)N(Cc3ccc(F)cc3)C2=O)cc1 | 17 | -3 |

(continued)
| SMILES | mHTT-CaM PPI inh | Pf apPOL block |
| --- | --- | --- |
| O=C(Nc1ccc(O)c(-c2nc3ccccc3s2)c1)c1ccc(F)cc1 | 3 | 0 |
| Cc1ccc(OCCSc2nc(C)cc(=O)[nH]2)cc1 | 0 | 4 |
| O=C(NCc1ccccc1)c1cc(N2CCCC2)n2nccc2n1 | -30 | -1 |
| CCS(=O)(=O)Nc1cccc(-c2ccc(=O)n(C)n2)c1 | -14 | 0 |
| COc1cc(/C=C(\C#N)c2nn(-c3ccccc3)c(N)c2C#N)cc(OC)c1OC | 49 | -8 |
| Cc1nc(Nc2ccc(NC(=O)C(C)C)cc2)cc(-n2ccnc2)n1 | 1 | -2 |
| O=C(CCCOc1ccc(Cl)cc1Cl)N1CCCCC1 | -4 | -8 |
| O=C(c1ccc(F)cc1)N1CCc2nc[nH]c2C1 | -20 | -2 |
| Cc1ccc(CN2CCCn3nc(C(=O)NCCc4ccccc4)cc3C2=O)cc1 | -6 | -4 |
| O=C(Nc1c2c(nn1-c1ccc([N+](=O)[O-])cc1)CSC2)c1cccs1 | 55* | -4 |
| COCC(=O)Nc1ccc2c(c1)CCC(=O)N2C | -6 | -2 |
| CCN1CCCn2nc(C3CCN(C(=O)Cc4ccc(F)cc4)CC3)cc2C1=O | 3 | -10 |
| COc1ccc(-c2cnnn2-c2ccc(NC(=O)c3ccccc3OC)cc2)cc1OC | 15 | -5 |
| O=C(CSc1nnc(NC(=O)c2ccccc2F)s1)Nc1ccc(Br)cc1 | 1 | -13 |
| COc1ccccc1NC(=O)Cn1cc(-c2ccc(F)cc2)oc1=O | -9 | 3 |
| C=CCc1cc(Cl)ccc1OCCCn1ccnc1 | -4 | 2 |
| COc1ccccc1-c1nc(C2CCN(C(=O)c3cccc(C)c3)CC2)no1 | 12 | 7 |
| COc1ccc(S(=O)(=O)Nc2ccccc2Cl)cc1OC | 3 | -6 |
| Cc1ccc(S(=O)(=O)N=C2C=C(Nc3cccc(C(=O)O)c3)C(=O)c3ccccc32)c(C)c1 | 86* | 47 |
| CCOC(=O)N1CCc2nn(CC(=O)NCc3ccc(Cl)cc3)c(=O)cc2C1 | 30 | -3 |
| O=C(c1cc(Sc2ccc(Cl)cc2)nc2ccccc12)N1CCOCC1 | 15 | 2 |
| CN(C)C(=O)c1cc2c(s1)CCC(C(=O)NCc1cccc(F)c1)C2 (stereo not drawn) | 2 | -5 |
| Cc1noc(COC2CCN(C(=O)c3nn(C)c4ccccc34)CC2)n1 | 1 | -3 |
| COc1ccccc1-c1noc(C2CCCN2C(=O)c2cc(F)ccc2F)n1 (stereo not drawn) | -1 | -10 |
| COc1cc(NC(=O)c2ccc(C)c(C)c2)cc(OC)c1 | -11 | 4 |
| CC(=O)Nc1ccc(S(=O)(=O)Nc2ccc(Oc3ccccc3)cc2)cc1 | 87* | -22 |
| COc1ccc(N(CC(=O)O)S(=O)(=O)c2ccc(C)c([N+](=O)[O-])c2)cc1 | 6 | -4 |
| CCC1(CC)OC(c2cccc([N+](=O)[O-])c2)Nc2ccccc21 (stereo not drawn) | 28 | 5 |
| CN(C)c1cc(N2CCCC(NC(=O)Cc3ccc(F)cc3)C2)ncn1 (stereo not drawn) | 12 | -1 |
| O=C(CN1CCC2(CC1)N=C(c1ccc(Br)cc1)C(=O)N2)Nc1ccccc1 | 4 | 0 |
| CC(C)C(=O)N1CCN(c2nc(CN3CCCCC3)cs2)CC1 | 0 | -2 |
| COc1cccc(CN2CCSCC2)c1OC | -6 | 2 |
| Cc1ccc(NC(=O)c2cc3c(CO)cnc(C)c3oc2=N)cc1C | 0 | -1 |
| S=c1[nH]nc(Cc2ccccc2)n1-c1ccccc1 | 0 | -6 |
| Cc1cc(C)c(C#N)c(SCS(=O)c2ccc(C(C)(C)C)cc2)n1 (stereo not drawn) | -11 | -5 |
| Cc1oc(C(=O)O)cc1CSc1nc2ccccc2[nH]1 | 3 | 3 |
| CCCc1noc(Cn2ccnc2CC)n1 | -4 | -5 |
| O=C(CN1CCN(CC(=O)Nc2ccccc2Cl)CC1)Nc1ccc(F)cc1F | -6 | -1 |
| Cc1ccc(C(=O)c2ccccc2C(=O)O)c(C)c1 | 8 | -4 |
